# Keap1-Nrf2 PPI – disrupts human Keap1 binding to Nrf2 peptide; Keap1 Kelch-Nrf2 peptide fluorescence polarization, 1536-well; inhibition, % at 9.4 µM; hit rate 0.15% among 340,000; in the data active means inhibition above about 12%;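 further: human Keap1 Kelch domain with fluorescein labeled Nrf2 9mer peptide probe; 0% = neutral control wells and 100% = peptide positive control; higher means more block of Keap1 binding to Nrf2 peptide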
# Rtt109 HAT inh – blocks Candida albicans Rtt109/Vps75 acetyltransferase activity; Q5AAJ8; purified Rtt109/Vps75, ThioGlo CoA-SH fluorescence, 4 h; inhibition, % at 34.9 µM; hit rate 0.16% among 330,000; AID 540336;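 active means inhibition of at least 50% in every replicate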
# Target sequence (Q5AAJ8 whole entry, looked up): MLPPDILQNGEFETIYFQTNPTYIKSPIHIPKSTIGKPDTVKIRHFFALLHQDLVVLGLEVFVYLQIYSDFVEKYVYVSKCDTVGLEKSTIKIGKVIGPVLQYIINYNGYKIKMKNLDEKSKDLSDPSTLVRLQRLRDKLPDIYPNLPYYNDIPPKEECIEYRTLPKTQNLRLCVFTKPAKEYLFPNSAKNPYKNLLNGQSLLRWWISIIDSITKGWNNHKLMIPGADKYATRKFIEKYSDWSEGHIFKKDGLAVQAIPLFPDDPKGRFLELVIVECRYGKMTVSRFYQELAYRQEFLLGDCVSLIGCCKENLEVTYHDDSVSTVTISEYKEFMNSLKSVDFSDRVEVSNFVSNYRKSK
# cardiac RTF act – increases calcium sensitivity of human cardiac regulated thin filaments; P19429+P45379; IANBD-labeled TnC RTF fluorescence at EC20 calcium; 0% EC20 calcium, 100% full calcium; activation, % at 7.2 µM; hit rate 0.24% among 340,000; AID 493008;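 active means activation above the mean over all tested compounds plus 3 SD, cut at about 30% in these data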;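 further: rise in fluorescence read as greater calcium sensitivity of cardiac thin filaments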
# RTF Ca sens inh – cardiac RTF calcium desensitization; IANBD-labeled cardiac RTF, Ca2+ fluorescence; inhibition, % at 7.15 µM; hit rate 0.12% among 340,000; AID 493244;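 active means inhibition above the mean inhibition of all tested compounds plus 3 SD, cut at about 17% in these data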;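 further: assay run at fixed EC70 calcium of 1.6 mM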
# CAL PDZ FP-1 – inhibitors of human CAL PDZ peptide binding | inhibition, % at 20 µM | Q9HD26 | purified CAL PDZ, TMR-peptide fluorescence polarization, 1 h | AID 504414 | hit rate 0.02% among 330,000;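 active means highest replicate inhibition of at least 40%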;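 further: plate controls were DMSO neutral control wells for no effect and unlabeled competitor peptide control wells for full effect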
#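 Read-out basis: mP drop reported as inhibition | Assay system: Tagged CAL PDZ protein CerCALP, purified | Benchmarks: Unlabelled peptide for full inhibition, DMSO wells as neutral | Schedule: 1 h incubation at room temperature before polarization reading | Buffer or medium: Sodium phosphate/NaCl buffer pH 7.4 with TCEP, IgG, Thesit | Doses: Single point, 20 µM | Measured by: Fluorescence polarization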
# SR-BI uptake up – activators of SR-BI mediated HDL lipid uptake; CHO ldlA[mSR-BI] cells, DiI-HDL uptake fluorescence, 3 h; 100 = double the neutral-control signal; activation, % at 12.5 µM; AID 504775; hit rate 0.096% among 320,000;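 active means mean replicate activation of at least 60% and every replicate at or above 60%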;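 further: 0% = median plate neutral-control signal and 100% = twice that signal; values of inactives mirror those of a sister screen read the other way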
#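 System: CHO ldlA[mSR-BI] cells / Medium: HEPES-buffered (25 mM, pH 7.4) F12 plus 0.5% BSA / Probe or stimulus: labelled HDL, 10 µg/mL / Doses: single compound concentration, delivered by pin transfer / Schedule: 3 h, 37 °C / Measured by: DiI fluorescence, bottom read / Measure: cell-associated DiI fluorescence as measure of HDL uptake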
# LANA DNA inh – blocks KSHV LANA C-terminal domain binding to DNA | inhibition, % at 9 µM | hit rate 0.078% among 340,000 | MBP-C-LANA/FAM-LBS DNA binding, fluorescence polarization | AID 504423;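 active means highest replicate inhibition at or above 60% at 9 µM, even if other replicates fall short; inactive means all replicates below 60% inhibition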;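 further: 0% = neutral control wells and 100% = 4 µM acridine orange control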
# CAL PDZ FP-2 – blocks peptide binding to the human CAL PDZ domain; purified CAL PDZ, TMR-peptide fluorescence polarization, 1 h; inhibition, % at 24.9 µM; hit rate 0.92% among 300,000; Q9HD26; AID 602252;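 active means mean inhibition of at least 30% with at least half of replicates also reaching 30%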;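 further: 0% = DMSO neutral control and 100% = excess unlabeled competitor peptide PRC23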
# PKA-R2B activ – activates the human PKA-R2B holoenzyme complex. hit rate 0.079% among 340,000. PKA-R2B holoenzyme dissociation, Cy5-IP20 fluorescence polarization; R2B truncated from residue 108, S112A mutant; 0% DMSO only, 100% 113 µM cGMP. P22694+P31323. activation, % at 11.4 µM. AID 504700;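 active means activation above a cutoff set at the mean over all compounds plus 3 SD, cut at about 18% in these data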;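 further: higher means more holoenzyme dissociation and a rise in polarization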
# DAGLB inh – diacylglycerol lipase beta (human) inhibition | Q8NCG7 | HEK293T DAGLB membrane lysate, EnzChek fluorogenic substrate | inhibition, % at 5.17 µM | hit rate 0.059% among 340,000; in the data active means inhibition above about 34%;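 further: 0% = enzyme with vehicle and 100% = wells lacking enzyme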
# Target sequence (Q8NCG7 whole entry, looked up): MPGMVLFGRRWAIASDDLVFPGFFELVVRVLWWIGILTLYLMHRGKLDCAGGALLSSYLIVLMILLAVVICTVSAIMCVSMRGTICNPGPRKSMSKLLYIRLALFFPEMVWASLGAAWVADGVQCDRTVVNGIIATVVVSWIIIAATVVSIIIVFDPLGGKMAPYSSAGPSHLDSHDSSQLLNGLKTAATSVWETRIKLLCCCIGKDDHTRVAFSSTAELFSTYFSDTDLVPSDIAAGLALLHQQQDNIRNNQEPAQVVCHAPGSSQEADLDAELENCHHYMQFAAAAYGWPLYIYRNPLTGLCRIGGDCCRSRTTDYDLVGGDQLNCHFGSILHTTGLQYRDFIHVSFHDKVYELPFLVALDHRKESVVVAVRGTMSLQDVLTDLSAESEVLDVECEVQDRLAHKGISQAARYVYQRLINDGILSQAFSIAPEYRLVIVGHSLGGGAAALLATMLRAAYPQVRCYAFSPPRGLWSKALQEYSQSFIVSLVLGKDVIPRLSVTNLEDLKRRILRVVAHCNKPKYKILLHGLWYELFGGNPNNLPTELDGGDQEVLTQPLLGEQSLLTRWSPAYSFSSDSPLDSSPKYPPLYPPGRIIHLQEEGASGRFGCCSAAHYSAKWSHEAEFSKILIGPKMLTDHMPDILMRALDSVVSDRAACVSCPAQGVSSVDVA
# Active calls of the source: *; x = not tested or not shown.
SMILES,Keap1-Nrf2 PPI,Rtt109 HAT inh,cardiac RTF act,RTF Ca sens inh,CAL PDZ FP-1,SR-BI uptake up,LANA DNA inh,CAL PDZ FP-2,PKA-R2B activ,DAGLB inh
CCN(c1ccccc1)S(=O)(=O)c1nnc(NC(=O)c2ccccc2OC)s1,-3.1,-0.5,3.4,-10.9,-1.5,7.4,0.4,-4.2,-5.2,-2.0
COc1ccccc1NC(=O)Nc1nc(CC(=O)N2CCN(c3ccccc3F)CC2)cs1,-5.1,42.2,-17.7,-0.5,-2.6,-80.3,0.5,-3.5,2.0,4.6
O=C(CSc1ccc([N+](=O)[O-])cn1)Nc1ccc(N2CCOCC2)cc1,3.1,-2.7,-3.4,-1.9,0.6,x,1.9,3.2,-2.2,-0.6
CCCn1nnnc1NC(=O)COc1ccc(Br)cc1,-4.1,-14.8,-1.0,2.1,-1.9,5.1,-0.9,-5.8,-4.2,-0.8
CC1CN(S(=O)(=O)c2cccc(C(=O)OCC(=O)N3CCCCCC3)c2)CC(C)O1 (centres undefined),-0.6,-5.1,-1.2,-1.3,-0.9,-8.7,-0.5,-3.5,-4.3,-0.7
CCOC(=O)c1c(-c2ccc(C)o2)csc1N,-2.2,-18.7,0.8,-9.3,0.1,-5.6,0.1,0.0,2.4,-0.3
CCCC(=O)N1CCN(c2nnc(-c3ccc(C)cc3)c3ccccc23)CC1,-6.7,-0.7,-6.1,1.8,-2.1,-76.8,-1.0,-0.3,-2.8,3.5
N#Cc1ccccc1S(=O)(=O)N1CCN(C(=O)c2cc(=O)[nH]c3ccccc23)CC1,2.2,-2.3,1.1,-0.8,0.3,1.6,1.3,-5.6,-8.7,-2.9
COc1ccc(CCC(C(O)C(F)(F)F)S(=O)c2ccccc2)cc1 (centres undefined),-3.4,3.6,-6.5,-9.7,-2.3,1.3,-0.8,-0.4,3.1,1.6
CC(=O)c1ccc(OCC(=O)OC(C)C(=O)NC2CCCCC2C)cc1 (centres undefined),-0.1,-5.9,-1.2,-0.6,-1.9,14.7,1.0,x,4.2,-1.0
COc1nc(OCCNC(=O)Nc2ccccc2)nc(N(C)C)n1,-0.7,-2.7,-5.6,3.0,0.2,-14.9,-1.5,-0.5,9.8,-0.2
CCCNC(=O)c1cc(-c2ccc(OC)cc2)on1,-6.4,-10.2,-2.7,0.7,-0.1,13.3,2.1,-1.4,2.1,-0.8
CCOc1cc(C2C(C(C)=O)=C(O)C(=O)N2CCc2c[nH]c3ccccc23)ccc1O (centres undefined),-1.8,2.8,2.2,-7.0,0.0,-3.2,-1.0,-2.6,16.3,2.5
COCCn1c(C)cc(C(=O)COc2nc3ccccc3nc2C)c1C,0.4,0.2,-6.4,-13.4,-3.0,3.8,-0.3,-0.5,-13.5,-4.0
CC(NS(=O)(=O)c1ccc(CCC(=O)NCc2ccco2)cc1)c1ccccc1 (centres undefined),-0.8,-2.2,-4.6,3.7,-0.3,6.6,-0.2,-7.1,10.5,0.3
COc1ccc(CCNC(=S)Nc2ccc(C(C)C)cc2)cc1,-1.7,2.4,-1.3,3.5,-0.1,10.5,-2.2,-6.5,-4.0,-14.9
COc1cc(C2/C(=C(\O)c3ccc4c(c3)OCCO4)C(=O)C(=O)N2Cc2ccccc2)ccc1O (centres undefined),0.7,-2.7,-4.0,6.6,-0.6,-4.2,2.6,-6.4,-9.1,4.7
COc1ccc(CCNC2=C(Cl)C(=O)N(CCc3ccccc3)C2=O)cc1OC,-2.2,-19.7,0.4,0.6,-3.4,-13.3,0.7,-3.0,1.9,-0.1
CC1CC(C)(C)NC(=S)N1CCCC(=O)NCCc1ccc(Cl)cc1 (centres undefined),0.8,5.8,0.9,-14.3,0.2,-12.5,1.1,-6.1,7.6,0.9
Cc1cc(O)c(C(=O)/C=C/c2ccccc2)c(=O)o1,-0.7,1.2,3.7,-10.6,1.0,6.5,1.5,3.2,2.6,1.0
O=C1CCCN1c1ccc(S(=O)(=O)Oc2cccc(Cl)c2)cc1[N+](=O)[O-],1.0,6.4,-1.1,6.9,0.0,-54.3,1.6,-1.4,1.0,-1.1
CC(C)(C)c1cc(NC(=O)c2cccnc2)no1,-2.9,2.6,-3.4,-0.5,-0.9,9.8,-0.5,x,-9.7,1.5
Cc1cc(N2CCCC2)nc2ccc(NC(=S)NCCCOC(C)C)cc12,-1.1,4.7,-1.2,-8.9,-1.1,-11.7,-1.8,2.5,1.1,1.0
CCOc1ccc(N2CC(C(=O)N/N=C/c3sccc3C)CC2=O)cc1 (centres undefined),-2.3,-10.8,0.2,11.2,-0.6,-51.9,-0.6,-3.9,-6.0,0.2
CCCn1c(C(C)NC(=O)c2ccccc2)n[nH]c1=S (centres undefined),0.2,0.0,2.5,-4.5,0.3,18.8,-0.4,x,-4.8,1.1
# More structures follow:
SMILES,Keap1-Nrf2 PPI,Rtt109 HAT inh,cardiac RTF act,RTF Ca sens inh,CAL PDZ FP-1,SR-BI uptake up,LANA DNA inh,CAL PDZ FP-2,PKA-R2B activ,DAGLB inh
Cc1ccoc1C(=O)NCCCNC(=O)c1occc1C,-6.2,4.4,0.4,-1.9,-3.7,24.8,1.4,-2.6,1.6,-6.4
CC(C)(C)NC(=O)Nc1ccc(Cn2cc(C(F)(F)F)ccc2=O)cc1,-3.3,-1.6,-0.6,-4.0,0.0,9.4,-2.0,5.1,13.9,0.0
CC(OC(=O)c1cccc(-n2cnnn2)c1)C(=O)c1ccccc1 (centres undefined),3.1,-12.4,-7.2,-8.8,-0.9,2.2,0.2,x,-5.9,3.8
CCC(C)NC(=O)CSc1nc2c(sc(=S)n2-c2cc(Cl)ccc2OC)c(=O)[nH]1 (centres undefined),-4.2,8.8,-6.3,-0.8,-0.1,8.1,1.9,-1.3,-1.2,7.1
CN(Cc1cccs1)S(=O)(=O)c1cccs1,-0.9,x,4.0,-6.7,-2.4,4.5,0.7,-3.9,-4.5,-0.7
COc1ccccc1C(=O)CSc1cccc[n+]1[O-],-0.8,-9.2,0.8,-3.0,-0.3,-11.5,-0.9,1.9,-4.1,-0.1
CCNC(=S)N1CCN(CCN=CC2=C(O)CC(c3cccs3)CC2=O)CC1 (centres undefined),2.4,x,3.7,3.6,-2.8,15.5,0.4,-0.3,-12.0,-1.5
O=C(CCC1COc2ccccc2O1)NCc1ccccc1 (centres undefined),0.4,-4.8,0.1,-6.2,-0.4,-18.0,0.5,6.7,-4.5,-1.1
CC(C)(C)CC(=O)NC(=S)NCc1ccco1,-3.3,0.1,1.1,-13.0,-3.7,0.4,0.0,5.1,2.1,-3.3
Cc1ccc(-n2nnnc2-c2cnoc2-c2cccc(F)c2)cc1,0.8,11.4,-5.2,4.2,0.9,-15.7,1.4,-0.3,1.2,-4.3
Cc1ccc(NC(=O)c2ncn(CCCNCc3ccc4c(c3)OCO4)n2)cc1C,2.1,-2.5,-4.6,-0.5,-1.6,7.5,2.0,-1.1,-3.2,-4.5
NNC(=O)Cc1csc(-c2ccccc2)n1,0.7,7.6,0.2,0.2,0.3,19.9,-1.0,-3.2,-0.7,-2.0
COc1ccc(C2C(C#N)=C(N)Oc3n[nH]c(C)c32)cc1Cn1cc([N+](=O)[O-])cn1 (centres undefined),2.7,-9.2,1.6,-4.7,x,-26.8,2.0,-0.3,1.1,1.9
CC(C)Cn1c(N)cc(=O)n(C)c1=O,-5.4,-6.1,-4.1,-15.0,-0.8,21.1,1.1,x,-13.9,-0.6
COc1ccc(C(=O)NC(=S)Nc2ccc(CN3CCOCC3)cc2)cc1,4.4,15.1,x,x,-1.6,-11.4,-1.1,1.3,x,x
Cc1cc(C)n(CCN(C)Cc2nc(Cc3ccccc3F)no2)n1,-6.4,-3.3,0.3,-1.0,x,12.3,0.6,-3.5,14.3,-0.6
Cc1cc(C)c(C#N)c(N2CCN(c3ccc(F)cc3)CC2)n1,-2.6,-1.3,1.4,-6.3,0.0,-26.8,0.0,x,-7.6,-7.5
Cc1cccc(OCC(=O)Oc2ccc(Cl)cc2)c1,-5.9,14.3,0.7,2.9,-0.6,8.2,0.5,12.2,-5.5,-4.7
N#CCn1cnc2sc(-c3ccccc3)cc2c1=O,-6.6,x,0.7,-17.8,-1.3,-24.3,0.5,2.6,-5.0,-1.1
CCc1sc(C(=O)N2CCN(C(=O)c3ccccc3)CC2)cc1C,-1.6,-2.3,-0.3,-2.9,0.4,-17.4,0.1,x,-1.4,1.8
O=C(NCc1ccco1)/C(=C/c1ccccc1)NC(=O)c1ccco1,-3.0,2.4,6.5,1.2,-2.2,-3.5,0.8,2.4,0.0,3.1
COc1ccc(-c2nnc(SCC(N)=O)n2N)cc1,-3.7,3.6,0.4,0.0,0.8,29.9,-1.1,1.2,-5.8,-0.8
CC(=O)Nc1ccc(NC(=O)COc2ccc3c(c2)CCC3)cc1,4.1,2.7,4.9,-2.0,-2.4,21.9,2.0,-6.7,5.0,1.3
CC(C)(C)S(=O)N1Cc2cc(CO)cc(CCO)c2[C@@H]1CCO (some centres undefined),-7.5,-1.4,4.2,-2.0,-1.0,-10.1,1.9,-1.8,1.8,-0.9
Nc1nnc(SCC(=O)c2ccc3ccccc3c2)s1,-3.7,-1.2,-5.8,-8.7,-6.1,8.3,-1.8,-7.8,0.4,-1.2
CCC1CCCCN1c1nc(-c2ccncc2)nc2ccccc12 (centres undefined),-6.9,11.3,2.6,-2.2,-1.1,-14.1,-0.5,x,-14.1,-6.1

# Single records, as listed above. Order of screens: Keap1-Nrf2 PPI, Rtt109 HAT inh, cardiac RTF act, RTF Ca sens inh, CAL PDZ FP-1, SR-BI uptake up, LANA DNA inh, CAL PDZ FP-2, PKA-R2B activ, DAGLB inh
# Listed for Nc1nnc(SCC(=O)c2ccc3ccccc3c2)s1 : -3.7, -1.2, -5.8, -8.7, -6.1, 8.3, -1.8, -7.8, 0.4, -1.2
# Listed for CCNC(=S)N1CCN(CCN=CC2=C(O)CC(c3cccs3)CC2=O)CC1 (centres undefined) : 2.4, x, 3.7, 3.6, -2.8, 15.5, 0.4, -0.3, -12.0, -1.5
# Listed for Cc1cc(C)c(C#N)c(N2CCN(c3ccc(F)cc3)CC2)n1 : -2.6, -1.3, 1.4, -6.3, 0.0, -26.8, 0.0, x, -7.6, -7.5
# Listed for CC(C)Cn1c(N)cc(=O)n(C)c1=O : -5.4, -6.1, -4.1, -15.0, -0.8, 21.1, 1.1, x, -13.9, -0.6

# 2 entries drawn at random from the list so far, as already listed:
SMILES,Keap1-Nrf2 PPI,Rtt109 HAT inh,cardiac RTF act,RTF Ca sens inh,CAL PDZ FP-1,SR-BI uptake up,LANA DNA inh,CAL PDZ FP-2,PKA-R2B activ,DAGLB inh
COc1ccccc1C(=O)CSc1cccc[n+]1[O-],-0.8,-9.2,0.8,-3.0,-0.3,-11.5,-0.9,1.9,-4.1,-0.1
COc1ccc(C(=O)NC(=S)Nc2ccc(CN3CCOCC3)cc2)cc1,4.4,15.1,x,x,-1.6,-11.4,-1.1,1.3,x,x
